PGE2 EP2 inh: human EP2 receptor antagonists, primary screen, TR-FRET cAMP, C6 glioma cells | inhibition, % at 25 µM | 0.52% of 260,000 active | C6 glioma cells expressing human EP2; cells stimulated with saturating PGE2 | Prostaglandin E2 receptor EP2 subtype (Homo sapiens), P43116 | AID 1422, 2008;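 active means percent inhibition above 40 after rounding to a whole number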;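 further: rat C6 glioma host cells with rolipram phosphodiesterase inhibitor present; the protocol text gives 20 µM as final concentration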
eIF4E-4G inh: eIF4E–eIF4G protein interaction inhibitors, primary screen, biochemical, uHTS, TR-FRET, eIF4GI fragment; Eukaryotic translation initiation factor 4E (Mus musculus) + Eukaryotic translation …; TR-FRET eIF4E-eIF4GI(517-606) binding, 2 h; inhibition, % at 21.7 µM; 0.37% of 220,000 active;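 active means inhibition above about 30%, limit read from the data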;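 further: 0% = full FRET control wells and 100% = background wells lacking eIF4GI fragment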
TbHK1 inh: Trypanosoma brucei hexokinase 1 inhibitors, primary screen, biochemical, G6PDH-coupled NADH absorbance, MLSCN library; hexokinase 1 [Trypanosoma brucei]; recombinant TbHK1, G6PDH-coupled NADH A340; 0.11% of 220,000 active; inhibition, % at 10 µM;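 active means inhibition of 50% or more in the single-dose primary screen; inactive means inhibition below 50%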
zVAD death inh: inhibitors of zVAD-triggered necroptosis, primary screen, L929 cells | viability rescue, % at 10 µM | 0.38% of 220,000 active | L929 zVAD necroptosis rescue, ATP luminescence, 24 h; with zVAD 60 µM;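 active means activation, scaled between plate controls, above about 75%, limit read from the data; inactive means activation under that limit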;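 further: 0% = zVAD with DMSO and 100% = DMSO alone without zVAD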
Calpain2 inh: inhibitors of pig calpain II, primary screen, biochemical, fluorogenic peptide substrate, 1536-well; purified calpain II, 30 min; inhibition, % at 16 µM; 0.37% of 220,000 active; AID 1236, 2008;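 active means inhibition above about 50%, limit read from the data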
EP2 mod: EP2 receptor modulators, cAMP readout, primary screen, cell-based, HTRF cAMP, PGE2 stimulation; induction, % at 25 µM; 0.83% of 260,000 active; Prostaglandin E2 receptor EP2 subtype (Homo sapiens), P43116; EP2-expressing cells, cAMP HTRF FRET, PGE2 co-stimulation;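 active means compounds whose cAMP rise, as percent of the full-agonist control response, exceeds 60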;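 further: rat C6 glioma line stably carrying human EP2 under a CMV promoter; the protocol text gives 20 µM as final concentration; 100% = response of wells given 1 µM PGE2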
Hck-Nef inh: inhibitors of Nef-activated human Hck kinase, primary screen, biochemical, Z-Lyte FRET, 384-well, Hck-YEEI; Tyrosine-protein kinase HCK (Homo sapiens), P08631; Recombinant Hck-YEEI plus Nef, Z-Lyte FRET kinase assay; inhibition, % at 20 µM; 0.68% of 220,000 active; AID 463187, 2010;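 active means Hck-Nef kinase inhibition above about 50%, limit read from the data; inactive means inhibition below that limit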;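 further: 0% = DMSO with Hck plus Nef and 100% = Hck alone without Nef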
Target sequence (P08631 whole entry, looked up): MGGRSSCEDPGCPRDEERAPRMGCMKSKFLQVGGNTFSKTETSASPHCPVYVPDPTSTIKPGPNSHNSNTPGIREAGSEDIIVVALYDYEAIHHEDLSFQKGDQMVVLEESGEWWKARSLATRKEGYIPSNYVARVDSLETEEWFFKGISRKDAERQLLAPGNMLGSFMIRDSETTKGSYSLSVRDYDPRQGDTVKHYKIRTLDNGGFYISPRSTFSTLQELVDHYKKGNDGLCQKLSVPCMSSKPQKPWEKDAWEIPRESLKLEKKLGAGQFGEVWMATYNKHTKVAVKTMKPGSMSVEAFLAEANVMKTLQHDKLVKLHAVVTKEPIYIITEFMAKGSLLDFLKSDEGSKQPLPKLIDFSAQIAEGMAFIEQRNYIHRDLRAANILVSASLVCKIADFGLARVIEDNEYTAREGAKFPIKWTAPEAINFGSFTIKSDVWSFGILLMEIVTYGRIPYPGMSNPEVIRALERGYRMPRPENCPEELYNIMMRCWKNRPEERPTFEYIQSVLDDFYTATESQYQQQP
Rad51 HR inh: human RAD51 strand exchange inhibitors, primary screen, biochemical, fluorescence | DNA repair protein RAD51 homolog 1 (Homo sapiens), Q06609 | hRad51 DNA strand exchange, fluorescence dequenching | inhibition, % at 10 µM | 0.085% of 200,000 active | AID 1385, 2008;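 active means inhibition above 40% at the single screening dose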;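 further: 0% = DMSO control wells and 100% = blanks with heterologous ssDNA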
Target sequence (Q06609 whole entry, looked up): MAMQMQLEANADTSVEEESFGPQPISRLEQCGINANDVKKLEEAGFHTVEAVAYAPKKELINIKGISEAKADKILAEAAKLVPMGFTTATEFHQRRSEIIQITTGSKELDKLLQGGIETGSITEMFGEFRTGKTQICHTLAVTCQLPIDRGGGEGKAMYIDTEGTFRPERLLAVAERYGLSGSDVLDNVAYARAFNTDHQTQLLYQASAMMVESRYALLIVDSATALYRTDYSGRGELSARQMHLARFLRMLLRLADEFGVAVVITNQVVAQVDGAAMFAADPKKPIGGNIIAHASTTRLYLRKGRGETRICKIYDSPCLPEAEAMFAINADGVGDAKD
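Material: hRad51 filaments on single-stranded DNA; Reagent: Donor/quencher-labelled 47-bp dsDNA substrate; Compound: 10 µM final, single point; Schedule: 37 °C 15-min filament assembly, 30-min compound preincubation, 15-min exchange; Technique: FRET fluorescence, excitation 485 nm, emission 520 nm; Benchmarks: control wells and blank wells on each plate.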
14-3-3 Bad PPI: inhibitors of 14-3-3 zeta/Bad binding, primary screen, biochemical, TR-FRET, bovine 14-3-3 zeta. 14-3-3 protein zeta/delta (Bos taurus), P63103. TR-FRET 14-3-3zeta/Dy647-pBad peptide displacement, 1 h. inhibition, % at 21.7 µM. 0.71% of 220,000 active. AID 781, 2007;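 active means inhibition above about 70%, limit read from the data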;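 further: 0% = full 14-3-3 plus peptide FRET controls and 100% = background without 14-3-3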
Target sequence (P63103 whole entry, looked up): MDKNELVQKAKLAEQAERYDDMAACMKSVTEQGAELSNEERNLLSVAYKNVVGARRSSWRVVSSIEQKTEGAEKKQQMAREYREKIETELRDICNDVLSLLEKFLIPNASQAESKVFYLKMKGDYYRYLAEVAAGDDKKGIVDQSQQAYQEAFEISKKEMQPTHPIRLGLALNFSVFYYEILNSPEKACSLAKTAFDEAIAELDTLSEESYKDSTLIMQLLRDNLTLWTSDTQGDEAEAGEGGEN
* marks the source's active call; other numbers are inactive results; / = no result given; [ ] = another dose, or the depositor's remark.

| molecule | PGE2 EP2 inh | eIF4E-4G inh | TbHK1 inh | zVAD death inh | Calpain2 inh | EP2 mod | Hck-Nef inh | Rad51 HR inh | 14-3-3 Bad PPI |
| --- | --- | --- | --- | --- | --- | --- | --- | --- | --- |
| CCc1cccc(CC)c1NC(=O)CSc1nc2ccc(N3C(=O)C4C5C=CC(C5)C4C3=O)cc2s1 (stereo not drawn) | 8 | -18 | -8 | -0.3 | -24 | -34 | 0 | -7 | 5 |
| CCNc1ccc(C(=O)OCC(=O)NCCN2C(=O)CSC2=O)cc1[N+](=O)[O-] | 7 | 4 | -1 | 1.3 | 9 | 31 | 18 | 7 | -11 |
| Cc1cc(C)c2c(N)c(C(=O)Nc3nccs3)sc2n1 | 7 | -1[fluorescence artefact?] | -5 | 4.8 | -434 | 1 | 6 | 9 | 11[fluorescence artefact?] |
| CCOC(=O)c1cnn(-c2ccccc2)c1NC(=O)c1ccccc1C | 4 | -3 | -7 | -0.2 | 20 | 15 | 12 | 9 | -3 |
| COc1ccccc1-c1nnc2sc(COc3ccc(Cl)cc3Cl)nn12 | 2 | 3 | -2 | 0.1 | 20 | -49 | 5 | 1 | 15[fluorescence artefact?] |
| CC(C)C(=O)NC(c1cccc([N+](=O)[O-])c1)c1c(O)ccc2ccccc12 (stereo not drawn) | 8 | 2 | -5 | -0.6 | -3 | -61 | 16 | 18 | -7 |
| CCOC(=O)N1CCN(Cc2nc3c(c(=O)n(C)c(=O)n3C)n2CCCc2ccccc2)CC1 | 7 | 6 | -14 | -0.3 | -2 | 39 | -2 | 3 | -10[fluorescence artefact?] |
| COCCN(C(=O)Nc1ccc(OC)cc1OC)C1CCN(C(C)C)CC1 | 3 | 0 | 0 | -0.5 | 10 | 11 | -4 | 1 | 0 |
| O=C(OC(C(=O)Nc1ccc(Cl)cc1C(F)(F)F)c1ccccc1)C1=COCCO1 (stereo not drawn) | 5 | 0[fluorescence artefact?] | 1 | -0.3 | 14 | 20 | 0 | 1 | -3[fluorescence artefact?] |
| CCc1nnc(NC(=O)CSc2nnc(COc3ccccc3)n2Cc2ccccc2)s1 | 7 | 0 | 9 | -0.4 | 39 | -6 | 5 | -2 | 4 |
| CCCS(=O)(=O)NCc1cn2c(C)csc2n1 | 12 | 1[fluorescence artefact?] | -2 | 2.4 | 8 | 9 | 1 | 0 | 10[fluorescence artefact?] |
| Cn1c(Sc2ccccc2Cl)c(C=O)c2ccccc21 | / | -4[fluorescence artefact?] | 1 | -0.1 | -6 | 35 | 0 | / | 2[fluorescence artefact?] |
| O=C1C2C3CCC(C3)C2C(=O)N1Cc1ccccc1 (stereo not drawn) | 11 | 4 | 31 | 2.5 | 0 | 4 | 3 | 6 | -9 |
| COc1ccccc1C(=O)O/N=C(\N)c1ccccc1Cl | 5 | 5 | 31 | 1.4 | 9 | 3 | 4 | 8 | -5 |
| O=C(CSc1nc2c(c(=O)n1-c1ccc(Cl)cc1)SCC2)Nc1ccc2c(c1)OCCO2 | 10 | -3 | -8 | -0.9 | -98 | 5 | -1 | -2 | 2 |
| Cn1nnc(NC(=O)c2ccco2)n1 | 7 | -4 | -1 | -0.2 | 7 | 7 | 1 | -5 | 12 |
| COc1ccccc1Nc1nc(N)nc(CSC(=S)N2CC(C)CC(C)C2)n1 (stereo not drawn) | 8 | 18[fluorescence artefact?] | -6 | 0.4 | 6 | 19 | 1 | 5 | -1[fluorescence artefact?] |
| O=[N+]([O-])c1ccc(O)c(-c2nn[nH]n2)c1 | 10 | -6 | -2 | 1.3 | 9 | 10 | 1 | 4 | 11 |
| Cc1ccc(Cn2ccc(NC(=O)c3c(-c4ccccc4Cl)noc3C)n2)cc1 | 26 | -7[fluorescence artefact?] | -5 | 1.2 | 7 | 28 | 1 | 4 | -7 |
| Cc1cc(NC(=O)CSc2nc3ccccc3[nH]2)no1 | 11 | 6[fluorescence artefact?] | 7 | -0.8 | -9 | 3 | 6 | 1 | -1 |
| Cc1ccccc1CSCC(=O)NC(=O)NC(C)(C)C | 8 | -4 | 5 | -0.6 | -16 | 33 | -4 | 0 | -8 |
| O=c1c2c(-c3ccccc3)csc2nc2c3ccccc3c(NCCN3CCOCC3)nn12 | 13 | 26 | -10 | -2.8 | -341 | -42 | 14 | 6 | 43 |
| S=C(NCCCn1ccnc1)NC1CCCCC1 | 1 | 10 | 5 | 0.4 | -5 | 4 | 4 | 3 | -18 |
| CC(=O)c1ccccc1OCCOc1ncnc2sccc12 | 9 | -1 | -2 | 2.3 | -11 | -1 | -2 | 4 | -9 |
| Cc1nc2nc(C)c(CCC(=O)N3CCN(c4ccccc4)CC3)c(C)n2n1 | 12 | 1[fluorescence artefact?] | -5 | 0.1 | 8 | -11 | 1 | -7 | 8 |
| Cc1ccc(NC(=O)Nc2nnc(-c3ccccc3)o2)cc1 | 4 | 4 | -12 | 1.1 | 0 | -39 | 16 | -26 | -9 |
| Nn1c(SCC(=O)Nc2cc(S(=O)(=O)N3CCOCC3)ccc2Cl)nnc1-c1cccnc1 | 0 | -3 | -2 | 9.0 | -45 | 11 | 10 | -4 | -7 |
| NC(=S)c1cc2cc(Br)ccc2oc1=O | 7 | -1 | -3 | 0.4 | -24 | 23 | -1 | 10 | -20 |
| O=C(O)c1cccc(S(=O)(=O)NCc2cccs2)c1 | 7 | 2 | 2 | -0.2 | -39 | 0 | 1 | -3 | 5 |
| Cc1ccc(/C=N/n2cnc3sc(-c4ccccc4)cc3c2=O)o1 | 13 | 5[fluorescence artefact?] | -11 | 1.2 | 19 | -5 | 0 | 8 | 5[fluorescence artefact?] |
| CCOc1ccc(OCc2ccc(C(=O)Nc3ccc(Cl)cn3)o2)cc1 | 10 | -13 | 3 | -1.1 | 27 | -33 | 5 | -1 | 18 |
| CC(C)OCCCNC(=O)C1CCC(CNS(=O)(=O)c2ccccc2)CC1 (stereo not drawn) | 7 | 5 | 2 | / | 6 | 0 | 6 | / | 4 |
| CCC1(CC)C(=O)N(C)C(=O)NC1=Nc1ccc(OC)cc1 | 10 | -1 | -12 | -0.1 | 8 | 2 | -3 | -3 | -4 |
| CCOC(=O)C1C(=O)NCC2CCCC21 (stereo not drawn) | 12 | 1 | 1 | 2.6 | 17 | 7 | -6 | 5 | 11 |
| Oc1ccc2nc(Cc3ccccc3)[nH]c2c1 | 17 | 2[fluorescence artefact?] | 6 | -0.5 | -16 | 0 | 0 | 5 | -4[fluorescence artefact?] |
| CC(=O)Nc1nc2c(s1)C(=O)NCCC2 | 4 | 7 | 0 | 0.6 | 14 | 1 | 24 | -1 | -12 |
| CCn1c(SCc2cc(=O)[nH]c3ccccc23)nnc1C1CC1 | 6 | 13 | -9 | -0.5 | 5 | 17 | 4 | 16 | -3 |
| O=C(NCC1COc2ccccc2O1)C1CCCN(S(=O)(=O)c2cnc[nH]2)C1 (stereo not drawn) | 12 | / | -1 | 1.5 | / | / | -2 | 0 | / |
| COC(=O)c1ccc(NC(=O)CSc2nnc(CNc3ccc(OC)cc3)n2C)cc1 | 17 | -34 | 0 | 0.5 | -39 | 8 | 2 | 4 | -6 |
| COC(=O)Nc1nn(-c2ccc(C)cc2)c(=O)c(C#N)c1C | 16 | 1 | -1 | -0.6 | -19 | -5 | 15 | -8 | 0 |
| N=c1c2c(ncn1CCN1CCOCC1)Oc1ccc3ccccc3c1C2c1ccccc1 (stereo not drawn) | 7 | -8 | -13 | 1.7 | -11 | -34 | -2 | 0 | 1 |
| O=C(CN(c1ccccc1)S(=O)(=O)c1ccccc1)N1CCN(Cc2ccc3c(c2)OCO3)CC1 | -4 | -14[fluorescence artefact?] | -4 | -0.2 | 10 | -3 | 0 | 1 | -4[fluorescence artefact?] |
| CC1(C)CC(=O)C(C(c2ccco2)C2C(=O)CC(C)(C)CC2=O)C(=O)C1 | 3 | 2 | 5 | -0.4 | -13 | -44 | 10 | -46 | 20 |
| CCn1c(C)nc2cc(C(=O)NNS(=O)(=O)c3ccc(C)c(C)c3)ccc21 | 10 | 5 | -4 | 0.8 | -5 | -6 | -2 | -2 | 1 |
| COc1ccc(CN(C)Cc2nc(Cc3ccccc3Cl)no2)cc1OC | 7 | 3 | -11 | -0.8 | 21 | -42 | -4 | 15 | -4 |
| CC(C)NC(=O)/C(=C/c1ccco1)c1ccccc1 | 9 | 6 | -3 | -0.2 | -17 | 12 | -1 | 2 | -4 |
| CNC(=O)Nc1cccc2cccnc12 | 9 | -1 | -16 | 0.4 | -13 | -1 | 7 | -10 | -4 |
| C1=CC2CCC1ON2c1ccccc1 (stereo not drawn) | 5 | -6 | 7 | 0.5 | 9 | 5 | 4 | -1 | -17[fluorescence artefact?] |
| CS(=O)(=O)N(Cc1ccccc1)c1ccccc1C(=O)Nc1ccccc1C(=O)NCc1ccco1 | 8 | -9 | -2 | 0.0 | 9 | 88* | 3 | -9 | 0 |
| Cc1ccc(C(O)(COC(=O)C(C)C)COC(=O)C(C)C)c(O)c1 | 17 | 9 | 2 | 2.3 | 22 | 17 | 1 | -1 | 49 |
| COc1cc(NC(=O)Cc2ccccc2)c(C(=O)O)cc1OC | 4 | 0 | 2 | 0.1 | -6 | 11 | -5 | / | -11 |
| Cc1ccc(S(=O)(=O)Nc2ccccc2C(=O)Nc2nc(-c3ccc(F)cc3)cs2)cc1 | 8 | 0[fluorescence artefact?] | 23 | 1.1 | -59 | -5 | 5 | -7 | -27 |
| O=c1ccc2ccc(Oc3ccc(Cl)cc3[N+](=O)[O-])cc2o1 | 3 | 1 | -1 | 0.1 | 49 | -16 | -8 | -125 | 5 |
| Cc1ccc(S(=O)(=O)NCCC(=O)Nc2ccc(C)c(Cl)c2)cc1C | 11 | 13[fluorescence artefact?] | 3 | 0.9 | 24 | -26 | -24 | / | -2 |
| CCCN1C(=O)COc2ccc(-c3n[nH]c(=O)c4ccccc34)cc21 | 7 | 3 | 3 | -0.2 | 9 | -19 | 11 | / | 0 |
| CCOC(=O)C(Cc1cc(C(C)=O)ccc1OC(C)C)C(=O)OCC | 4 | 2 | -2 | 0.7 | 19 | 13 | -1 | 4 | 8 |

Later entries
| molecule | PGE2 EP2 inh | eIF4E-4G inh | TbHK1 inh | zVAD death inh | Calpain2 inh | EP2 mod | Hck-Nef inh | Rad51 HR inh | 14-3-3 Bad PPI |
| --- | --- | --- | --- | --- | --- | --- | --- | --- | --- |
| COC(=O)CSc1nnc(-c2ccccc2OC)n1-c1ccc(C)cc1 | 13 | 0 | 1 | 0.6 | 10 | 18 | -1 | -3 | -7 |
| O=C(CSc1nc2ccccc2o1)Nc1nccs1 | 2 | -1 | 2 | 1.3 | -13 | -52 | 17 | / | -6 |
| COc1ccc(/C(C)=N/OC/C(O)=C(\C#N)c2nc3ccccc3[nH]2)cc1OC | 3 | 16 | -23 | -0.2 | -76 | -19 | -5 | 5 | 18 |
| COC(=O)C1C(=O)N2CCCSC2=C(C#N)C1c1cccs1 (stereo not drawn) | 6 | 0 | -11 | -0.3 | -1 | 2 | 1 | -5 | 3 |

Assay outcomes as filed in PubChem.

Only part of the results is shown; count on the stated rates, not on these rows.
